E coli growth: reduces bacterial viability in AddAB counter-screen; AID 449728; hit rate 0.27% among 330,000; inhibition, % at 11.9 µM; E. coli V3065 growth, OD600 absorbance, 18 h;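 active = inhibition above the campaign's mean inhibition across all tested compounds plus 3 SD, cut at about 9.9% in these data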;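 also: uninfected addAB+ strain grown without phage in ampicillin broth; 0% = DMSO wells and 100% = ciprofloxacin 0.95 µg/ml wells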
phage Ecoli inh: E. coli growth loss with phage present | growth absorbance | inhibition, % at 11.9 µM | hit rate 0.26% among 360,000; in the data active = inhibition above about 11%
DAGLB inhibitor: blocks human DAGLB lipase activity | AID 504411 | inhibition, % at 5.17 µM | hit rate 0.059% among 340,000 | HEK293T DAGLB membrane lysate, EnzChek fluorogenic substrate | Q8NCG7; in the data active = inhibition above about 34%;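 also: 0% = enzyme with vehicle and 100% = wells lacking enzyme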
Tat export inh: blocks Tat-dependent protein export in E. coli | hit rate 0.036% among 340,000 | E. coli MC4100 TorA-mCherry Tat export, fluorescence | inhibition, % at 10 µM;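 active = mean replicate inhibition at least 50% and at least half of replicates individually reaching 50%; inconclusive = only one of the two criteria met; inactive = neither criterion met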;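 also: exported cargo escapes ClpAP degradation while cytoplasmic cargo is degraded and loses fluorescence; 0% = median of neutral control wells and 100% = median of NaSCN control wells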
HTR5A inv ag: counter-screen for OPRM1-OPRD1 inverse agonists: human HTR5A inverse agonism. HTR5A cell line, luminescence. inhibition, % at 9.3 µM. hit rate 0.083% among 340,000; in the data active = inhibition mostly above about 23%, no sharp cut-off; inactive = mostly below about 18%;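 also: 0% = cells with DMSO and 100% = no-cell wells with DMSO; some compounds called inactive have numbers as strong as hits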
Target sequence (P47898 whole entry, looked up): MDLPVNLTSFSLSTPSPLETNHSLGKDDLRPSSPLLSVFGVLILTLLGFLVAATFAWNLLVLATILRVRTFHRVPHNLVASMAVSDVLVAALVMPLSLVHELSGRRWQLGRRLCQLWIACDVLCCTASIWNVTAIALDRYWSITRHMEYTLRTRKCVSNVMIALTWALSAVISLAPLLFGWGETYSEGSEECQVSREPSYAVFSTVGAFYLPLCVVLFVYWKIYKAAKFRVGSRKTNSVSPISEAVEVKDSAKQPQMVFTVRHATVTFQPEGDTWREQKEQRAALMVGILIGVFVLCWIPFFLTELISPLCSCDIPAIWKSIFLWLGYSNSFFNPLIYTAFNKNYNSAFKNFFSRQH
SUMO Mot1 rescue: blocks SUMOylation pathway, rescuing yeast Mot1-301 growth; growth rescue, % at 18.8 µM; AID 2716; S. cerevisiae Mot1-301 growth rescue, ATP luminescence, 38.5C; percent above DMSO median, 100 means doubled; hit rate 1% among 320,000;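 active = every valid replicate shows activation above 250% relative to neutral control wells; inactive = the rest, any valid replicate at or below 250%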;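 also: OY570 slx delta 5 strain wells were the positive control but not used for scaling; some compounds called inactive have numbers as strong as hits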
AddAB inh: less growth of phage-infected E. coli with AddAB; E. coli expressing H. pylori AddAB, absorbance growth; inhibition, % at 11.9 µM; hit rate 0.29% among 330,000; in the data active = inhibition above about 12%;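 also: 0% = vehicle wells of infected cells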
CDK5 inh: inhibitors of human CDK5/p35 kinase; Q00535+Q15078; Recombinant CDK5/p35, ADP-Glo luminescence, 60 min; inhibition, % at 10 µM; hit rate 0.01% among 330,000;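 active = highest replicate inhibition of at least 50% and at least 75% of replicates reaching 50%; inconclusive = only one of the two criteria met; inactive = both criteria failed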;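 also: plate controls were DMSO neutral control for no effect and GW8510 at 10 µM for full effect; many of its hits are not listed in these tables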
PKA-R2B act: activators of human PKA-R2B complex | activation, % at 11.4 µM | PKA-R2B holoenzyme dissociation, Cy5-IP20 fluorescence polarization; R2B truncated from residue 108, S112A mutant; 0% DMSO only, 100% 113 µM cGMP | hit rate 0.079% among 340,000 | P22694+P31323;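 active = activation above a cutoff set at the mean over all compounds plus 3 SD, cut at about 18% in these data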;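 also: higher means more holoenzyme dissociation and a rise in polarization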
Target sequence (P31323 whole entry, looked up, other chains not shown, the tested form may be a part): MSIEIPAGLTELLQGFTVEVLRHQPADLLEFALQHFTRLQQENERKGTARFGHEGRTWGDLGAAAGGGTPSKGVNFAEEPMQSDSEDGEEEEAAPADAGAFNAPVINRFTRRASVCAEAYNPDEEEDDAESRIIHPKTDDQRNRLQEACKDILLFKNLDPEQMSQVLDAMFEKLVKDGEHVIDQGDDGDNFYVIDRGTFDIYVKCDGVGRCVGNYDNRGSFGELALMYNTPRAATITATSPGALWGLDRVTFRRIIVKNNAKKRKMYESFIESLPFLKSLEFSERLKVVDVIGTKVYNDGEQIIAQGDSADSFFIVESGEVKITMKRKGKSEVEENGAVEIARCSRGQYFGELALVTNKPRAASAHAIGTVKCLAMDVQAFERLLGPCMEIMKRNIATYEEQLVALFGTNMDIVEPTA
HTR5A ag: counter-screen for OPRM1-OPRD1 agonists: human HTR5A agonism; P47898; hit rate 0.61% among 340,000; HTR5A agonist assay, luminescence, cell-based; activation, % at 9.3 µM; AID 504692; in the data active = activation mostly above about 9.5%, no sharp cut-off; inactive = mostly below about 7.6%;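 also: 0% = cells with vehicle only and 100% = reference agonist; strong numbers were not always called active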
PKA-R1A act: activates the PKA-R1A holoenzyme complex; P00514+P68181; PKA-R1A dissociation, Cy5-IP20 fluorescence polarization; scaled: DMSO 0%, 113 µM cGMP 100%; activation, % at 11.4 µM; hit rate 0.083% among 340,000;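 active = percent activation above the mean of all tested compounds plus 3 SD, cut at about 19% in these data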;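 also: higher means more PKAc released from R1A so a rise in polarization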
Starred values were filed as active, the others as inactive; ? = inconclusive; . = not tested or not shown. Rows were taken by chance; 2.3% or so of the library scored in one or more.

SMILES	E coli growth	phage Ecoli inh	DAGLB inhibitor	Tat export inh	HTR5A inv ag	SUMO Mot1 rescue	AddAB inh	CDK5 inh	PKA-R2B act	HTR5A ag	PKA-R1A act
O=Cc1ccc(OC(=O)c2cccnc2)cc1	2.7	5.4	0	-4	-3	117	2.8	-0.7	-10	-3	0
CN1CCc2c(sc3c2c(=O)n(-c2cccc(Cl)c2)c2nncn32)C1	2.0	1.4	-1	9	2	-2	2.0	2.5	-7	-4	-3
C=CCOc1c2ccc(C(=O)NC3CCCc4ccccc43)cc2nn1C (stereo not drawn)	0.2	1.9	4	1	-2	-5	0.6	-0.6	-10	1	-2
CC(/C=C\C=C\c1ccccc1)=N\NC(=O)c1cncc(Br)c1	-1.8	2.0	4	?	12	-3	3.4	-0.1	-2	-5	-11
O=C(CSc1nc(C2CC2)n(-c2ccccc2)n1)NCc1ccco1	-2.5	1.8	-1	0	-3	-16	0.4	2.0	0	0	-6
Cc1ccc(CN2CCN(Cc3cn(C)nc3C)CC2CCO)o1 (stereo not drawn)	1.3	3.5	2	4	7	-6	-0.5	-1.3	0	-2	-3
Cc1ccc(-c2onc3ccc(C=O)cc23)cc1	-0.2	1.6	5	1	2	133	0.7	2.9	-14	-5	-12
O=C(CNC(=O)c1ccccc1Br)N/N=C/c1cc(Br)ccc1O	-5.3	-2.1	14	-1	-7	33	-5.6	-1.2	-11	3	-16
Nc1ncnc2c1ncn2CCOc1ccccc1	0.0	3.0	-2	1	-24	10	1.0	0.4	-8	9	3
CCOc1ccc(NCCC(O)c2ccc(F)cc2)cc1 (stereo not drawn)	2.9	2.2	1	-6	10	-1	2.1	-0.3	-1	-3	-19
COc1ccc(NC(=O)C2CCCN(c3nccc(C)n3)C2)cc1 (stereo not drawn)	0.6	2.2	-2	-4	-18	10	1.9	-3.3	-12	1	-12
COc1ccccc1-n1cc(CN2CCN(CC(C)C)C(CCO)C2)cn1 (stereo not drawn)	3.0	-3.5	1	7	-8	53	3.2	1.1	-7	6	-11
COc1ccc(CN(CCC(c2ccco2)C(C)C)C(C)=O)cc1OC (stereo not drawn)	-2.7	1.5	-4	-7	12	-7	-1.6	-1.0	-6	-5	1
N#C/C(=C(/O)c1ccc(Cl)cc1)c1nc2ccccc2[nH]1	-0.2	0.0	0	-6	-4	2	-3.0	0.4	3	1	-9
O=C(CSc1nc(-c2ccco2)cc(C(F)(F)F)n1)NCC1CCCO1 (stereo not drawn)	-1.6	3.0	2	6	9	2	-1.0	-0.1	2	-4	-10
O=C(CSc1nnnn1-c1ccc2c(c1)CCC2)NCc1cccs1	-1.6	2.2	-6	-9	-9	20	5.4	5.8	3	8	-6
CC1CCCCN1CCNC(=O)c1cc2c(=O)n(C)c3ccccc3c2n1C (stereo not drawn)	-0.3	1.7	1	-1	-3	-1	1.8	0.6	8	1	1
COC(=O)CC/C(O)=C1\C(=O)CC(C)(C)CC1=NCCc1nc2ccccc2[nH]1	1.8	5.3	1	0	-1	-18	0.9	0.1	3	1	6
O=c1c2ccccc2nc2c3ccccc3c3nncn3n12	.	2.6	-1	4	-7	.	.	0.8	-1	3	5
O=C(C1CC1)N1CCc2cc(S(=O)(=O)NCCC3=CCCCC3)ccc21	0.1	2.1	0	8	-17	18	3.5	2.0	-4	-3	1
O=C(c1ccco1)N1CCC(N2CCN(c3ccccc3)CC2)CC1	0.1	-0.1	.	-13	.	11	1.3	1.6	.	.	.
CC(C)OC(=O)CN1C(=O)C(C)(C)Oc2ccc(C(=O)NC(C)(C)C)cc21	-0.5	2.5	-3	7	9	-2	-3.0	1.1	1	3	0
C#CCOC(=O)c1ccccc1C(=O)n1nnc2ccccc21	1.6	1.6	1	4	-35	-2	-0.1	1.3	-3	2	1
O=C(Nc1ccccc1)OCc1ccccn1	0.0	2.0	-2	4	2	-7	-1.6	0.9	-3	2	2
CC1Cc2cc(C(=O)O)ccc2O1 (stereo not drawn)	3.5	3.6	0	-3	8	76	0.6	0.7	4	-2	1

In a second layout: results already given.
> CC(/C=C\C=C\c1ccccc1)=N\NC(=O)c1cncc(Br)c1
  E coli growth = -1.8; phage Ecoli inh = 2.0; DAGLB inhibitor = 4; Tat export inh = ?; HTR5A inv ag = 12; SUMO Mot1 rescue = -3; AddAB inh = 3.4; CDK5 inh = -0.1; PKA-R2B act = -2; HTR5A ag = -5; PKA-R1A act = -11

> O=C(CSc1nc(C2CC2)n(-c2ccccc2)n1)NCc1ccco1
  E coli growth = -2.5; phage Ecoli inh = 1.8; DAGLB inhibitor = -1; Tat export inh = 0; HTR5A inv ag = -3; SUMO Mot1 rescue = -16; AddAB inh = 0.4; CDK5 inh = 2.0; PKA-R2B act = 0; HTR5A ag = 0; PKA-R1A act = -6

(more compounds)
SMILES	E coli growth	phage Ecoli inh	DAGLB inhibitor	Tat export inh	HTR5A inv ag	SUMO Mot1 rescue	AddAB inh	CDK5 inh	PKA-R2B act	HTR5A ag	PKA-R1A act
Cc1c(Cl)cccc1NC(=O)c1ccccc1-c1ccccc1C(=O)O	-3.4	-1.3	0	0	-6	14	0.8	5.3	8	2	-14
COc1ccc(OC)c(S(=O)(=O)CC(O)CS(=O)(=O)c2ccccc2)c1 (stereo not drawn)	-2.9	1.7	-2	1	-6	-8	4.5	-0.6	-2	2	1
COc1ccc(NC(=O)CSc2nc3sc4c(c3c(=O)n2-c2ccc(OC)cc2)CCN(C)C4)cc1	-4.2	2.4	0	-10	10	-5	-0.7	-2.2	-3	-1	-1
O=C(Oc1ccc(=O)n(-c2ccccc2)n1)c1ccc(F)cc1	-0.5	1.5	3	-7	11	-23	1.9	-2.8	3	6	-5
Cc1cccc(/C=N/NC(=O)c2ccc(Br)cc2)c1	0.1	-3.5	-5	3	-14	-13	2.9	-1.7	-4	4	3
COc1ccc(-n2[nH]c(C)cc2=O)cc1	2.3	3.8	1	-3	-11	9	4.9	-0.6	-11	5	0
CCN(C(=O)C1CC1)C1CCS(=O)(=O)C1 (stereo not drawn)	1.8	-0.2	0	-7	-14	-11	1.8	1.3	7	6	-3
COc1cc(S(=O)(=O)n2ccnc2)ccc1Br	0.1	2.6	-1	1	1	-7	4.7	0.4	-3	-1	-9
CCOC(=O)c1cc(-c2ccc3c(c2)OCCO3)nc2c1c(C)nn2CCC#N	2.9	2.5	-7	-7	-26	26	1.9	0.1	-1	11	-5
O=C(NC1CCCCC1)c1cc([N+](=O)[O-])ccc1N1CCCCC1	0.0	-0.6	-2	21	-38	4	1.1	3.4	1	-4	-25
CN(C(=O)c1cccc(NC(=O)Cc2ccc(NC(=O)C3CCCN(C(=O)C4CCCC4)C3)cc2)c1)C1CCC1 (stereo not drawn)	.	1.0	-2	4	-14	.	.	-3.6	-1	4	7
O=C(c1cc(-c2cccs2)nc2ccccc12)N1CCN(S(=O)(=O)c2ccccc2)CC1	-2.7	5.3	-4	5	-10	6	-0.5	0.2	-3	1	-4
O=C(N/N=C/c1ccc([N+](=O)[O-])cc1)c1ccc(NS(=O)(=O)c2cccs2)cc1	0.0	0.5	5	3	13	-9	-0.1	2.1	-2	1	1
CC(C)(C)OC(=O)N1CCC(NC(=O)c2[nH]cnc2C(=O)Nc2ccc(Cl)cc2)CC1	1.4	1.4	-3	-7	-13	41	3.7	-0.4	1	2	8
Cc1cccc(C)c1OCC(=O)NCc1ccccc1	1.0	0.8	-2	-5	7	-14	3.7	0.8	-1	-2	1
Cc1ccc(-n2nnnc2-c2cccc(C)c2)cc1	-1.4	0.9	-3	3	-4	1	-1.4	0.0	-7	-3	0
O=C1/C(=C/c2cccs2)SC(=S)N1CCC(=O)N1CCCCC1CCO (stereo not drawn)	-2.3	4.1	1	-4	-3	-9	-1.3	0.0	-10	0	-13
CC(=O)NC(=O)c1ccc(-c2ccc(Cl)cc2)o1	-1.3	3.0	-1	3	9	8	0.5	-0.8	-3	-3	-9
CC(Sc1nc(-c2ccccc2)cc(C(F)(F)F)n1)C(=O)NCCN1CCOCC1 (stereo not drawn)	2.5	0.4	0	-5	14	-16	3.6	1.6	-9	-3	-2
O=C(O)CCC(=NNC(=O)c1cccc(S(=O)(=O)N2CCCCC2)c1)c1ccccc1	0.6	1.6	-2	-9	10	-11	2.4	0.6	2	-4	-3
CCOc1ccc(-c2cc(CCCC(=O)Nc3cccc(OC)c3)no2)cc1	1.5	0.8	-5	-14	-2	-6	0.5	-0.2	0	-4	1
C=CCC1(CC=C)CCCN1C(=O)c1cc(COc2ccc(-n3cncn3)cc2)on1	-0.2	-0.5	-3	13	-1	-9	2.1	0.0	-6	2	-5
CC(c1ccccc1)N1C(=O)c2ccc(C(=O)Nc3ccccc3C(=O)O)cc2C1=O (stereo not drawn)	1.0	0.8	10	9	-65	91	3.1	-1.1	-14	8	5
CCCCC1OC2(C)OC(=N)C1(C#N)C(C#N)(C#N)C2c1ccccc1 (stereo not drawn)	-1.0	3.4	-2	-8	-20	2	5.0	-0.1	-3	7	-12
Cn1c2ccccc2c2c(C(=O)N3CCN(C(=O)c4ccco4)CC3)cn(C3CCCCC3)c(=O)c21	-1.7	1.1	1	5	-34	-15	0.2	-0.8	-4	-4	2
CC(C)(C)C(=O)Nc1ccc(S(=O)(=O)N2CCCC2)cc1	-0.3	1.0	-2	3	-10	-3	-0.5	3.4	1	-2	-5

Exported bar-delimited: part of the list above.
canonical_smiles | E coli growth | phage Ecoli inh | DAGLB inhibitor | Tat export inh | HTR5A inv ag | SUMO Mot1 rescue | AddAB inh | CDK5 inh | PKA-R2B act | HTR5A ag | PKA-R1A act
O=C(c1cc(-c2cccs2)nc2ccccc12)N1CCN(S(=O)(=O)c2ccccc2)CC1 | -2.7 | 5.3 | -4 | 5 | -10 | 6 | -0.5 | 0.2 | -3 | 1 | -4
O=C(N/N=C/c1ccc([N+](=O)[O-])cc1)c1ccc(NS(=O)(=O)c2cccs2)cc1 | 0.0 | 0.5 | 5 | 3 | 13 | -9 | -0.1 | 2.1 | -2 | 1 | 1

Shown as comma-separated lines: part of the list above.
Structure,E coli growth,phage Ecoli inh,DAGLB inhibitor,Tat export inh,HTR5A inv ag,SUMO Mot1 rescue,AddAB inh,CDK5 inh,PKA-R2B act,HTR5A ag,PKA-R1A act
Cc1ccc(-n2nnnc2-c2cccc(C)c2)cc1,-1.4,0.9,-3,3,-4,1,-1.4,0.0,-7,-3,0
CCOC(=O)c1cc(-c2ccc3c(c2)OCCO3)nc2c1c(C)nn2CCC#N,2.9,2.5,-7,-7,-26,26,1.9,0.1,-1,11,-5
